Source: PubChem BioAssay (The Scripps Research Institute Molecular Screening Center)
M1 PAM parental – nonselective activator or artifact in parental CHO-K1 calcium assay | ATP EC20, Fluo-8 calcium fluorescence; 0% at ATP EC20, 100% at ATP max | activation, % at 3 µM | 360,000 tested, 0.02% active;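 active means activation above the run cutoff, the mean activation of all test compounds plus 3 SD, cut at about 40% in these data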;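 further: peak over basal fluorescence ratio in a 140 s read after ATP addition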
CHO parental Ca – signal in parental CHO cells, OX1R antagonist counter-screen; AID 463079; parental CHO-K1, ATP-induced calcium, Fluo-8 fluorescence; 330,000 tested, 0.63% active; inhibition, % at 5.6 µM;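 active means inhibition above that plate's mean sample inhibition plus 3 SD, cut at about 26% in these data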;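 further: 0% = ATP-challenged DMSO wells and 100% = DMSO wells without ATP; some compounds past the cut are filed as inactive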
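Assay system – parental CHO cells · Reagent – ATP stimulus · Detection – intracellular calcium via Fluo-8 no-wash fluorescent dye · Evaluation – percent inhibition of ATP-evoked calcium rise, normalized to controls · Controls – ATP wells versus no-ATP DMSO wells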
TAAR1 antagonist – antagonists of human TAAR1 | Q96RJ0 | CHO RD-HGA16 TAAR1, Fluo-8 calcium fluorescence, antagonist | 360,000 tested, 1.5% active | inhibition, % at 3 µM;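 active means inhibition above a per-plate cutoff, the mean inhibition of test compounds on that plate plus 3 SD, cut at about 49% in these data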;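 further: 0% = DMSO plus EC80 beta-PEA response and 100% = DMSO alone without agonist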
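Assay system: CHO-derived RD-HGA16 cells stably expressing human TAAR1 plus Gα16. Timing: 140 s kinetic read after compound, 140 s after agonist. Technique: kinetic Fluo-8 calcium fluorescence measurement. Measure: % inhibition of agonist calcium response.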
OXTR potentiator – potentiators of human oxytocin receptor; P30559; CHO-OTR cells, Fluo-8 calcium fluorescence, potentiator mode; 0% = oxytocin EC15, 100% = EC100; 320,000 tested, 0.061% active; activation, % at 3 µM;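 active means activation above that plate's cutoff, the mean activation of tested compounds plus 3 SD, cut at about 6.6% in these data, passing the limit was not always enough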;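 further: 100% uses oxytocin at 75 nM as the full agonist control; some results filed as inactive read as strong as hits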
Target sequence (P30559 whole entry, looked up): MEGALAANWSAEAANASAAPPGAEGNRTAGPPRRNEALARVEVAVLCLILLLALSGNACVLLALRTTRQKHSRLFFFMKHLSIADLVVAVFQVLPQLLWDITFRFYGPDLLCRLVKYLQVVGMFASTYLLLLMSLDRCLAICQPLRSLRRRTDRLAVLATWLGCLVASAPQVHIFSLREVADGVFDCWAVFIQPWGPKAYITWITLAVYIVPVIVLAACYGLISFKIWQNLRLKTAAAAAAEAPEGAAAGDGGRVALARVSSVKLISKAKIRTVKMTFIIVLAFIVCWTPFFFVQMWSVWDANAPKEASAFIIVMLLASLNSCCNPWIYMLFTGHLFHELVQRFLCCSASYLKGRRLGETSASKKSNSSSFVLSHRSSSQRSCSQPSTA
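assay system = CHO-OTR cells, human receptor | schedule = compound 6 min at room temperature before oxytocin, 100 s read | detection = Fluo-8 intracellular calcium fluorescence, ex 470-495, em 515-575 nm | evaluation = normalized max/min fluorescence ratio, % activation | control set = EC15 oxytocin alone as 0%, 75 nM oxytocin (EC100) as 100%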
CHO-K1 Ca antag – M1 antagonist counterscreen hit in parental CHO-K1 cells; ATP-induced calcium, Fluo-8 fluorescence; inhibition, % at 3 µM; 360,000 tested, 0.6% active; AID 602250;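 active means inhibition above a per-plate cutoff, the plate's mean sample inhibition plus 3 SD, cut at about 24% in these data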;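 further: 0% = DMSO plus EC80 ATP and 100% = DMSO alone without ATP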
CHRM1 antagonist – blocks human M1 muscarinic receptor; P11229; CHO-K1 hM1, Fluo-8 calcium fluorescence, ACh EC80 antagonist; inhibition, % at 3 µM; 360,000 tested, 1.3% active; AID 588852;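 active means percent inhibition above its own plate's cutoff, namely the mean of that plate's compound wells plus 3 SD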;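 further: peak over basal fluorescence ratio during 140 s after agonist addition; 0% = ACh EC80 plus DMSO and 100% = DMSO alone without agonist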
Target sequence (P11229 whole entry, looked up): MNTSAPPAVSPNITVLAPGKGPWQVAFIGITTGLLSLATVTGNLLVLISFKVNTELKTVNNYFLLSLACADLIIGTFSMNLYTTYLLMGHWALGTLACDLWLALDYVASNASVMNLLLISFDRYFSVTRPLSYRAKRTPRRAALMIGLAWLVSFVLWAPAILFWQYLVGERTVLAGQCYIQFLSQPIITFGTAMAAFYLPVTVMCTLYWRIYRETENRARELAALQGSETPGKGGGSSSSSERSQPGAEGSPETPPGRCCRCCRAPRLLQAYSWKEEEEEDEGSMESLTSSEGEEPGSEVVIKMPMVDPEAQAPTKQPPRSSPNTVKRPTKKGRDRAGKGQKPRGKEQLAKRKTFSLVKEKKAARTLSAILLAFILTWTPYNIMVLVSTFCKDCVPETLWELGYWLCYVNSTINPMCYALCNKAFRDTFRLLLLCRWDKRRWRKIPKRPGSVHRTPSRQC
M1 ag parental – counter-screen for M1 agonists: effect in parental CHO-K1 cells. 360,000 tested, 0.48% active. activation, % at 3 µM. AID 602248. Fluo-8 calcium fluorescence; scaled to maximal ATP response, vehicle zero; in the data active means activation above about 15%;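 further: untransfected CHO-K1 host cells lacking M1 receptor as counterscreen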
TAAR1 ag – agonists of human TAAR1; 360,000 tested, 0.99% active; CHO RD-HGA16 TAAR1, Fluo-8 calcium fluorescence; vehicle wells 0%, saturating PEA agonist 100%; activation, % at 3 µM;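 active means activation above the mean activation of all test compounds in the run plus 3 SD, cut at about 38% in these data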
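Assay system: CHO-derived RD-HGA16 cells with stable Gα16 and human TAAR1; timing: 17-24 h seeding, 75 min 37 °C dye, 30 min RT; read-out: % activation from peak over basal fluorescence ratio, DMSO-to-PEA scaled; measured by: kinetic Fluo-8 calcium fluorescence; benchmarks: low control DMSO, high control PEA (EC100); doses: 3 µM single concentration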
CHRM1 agonist – activates human CHRM1 receptor | P11229 | CHO-K1 hM1, Fluo-8 calcium fluorescence, agonist mode; 0% DMSO, 100% acetylcholine EC100 | activation, % at 3 µM | 360,000 tested, 0.33% active | AID 588814;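 active means activation above the run's mean compound activation plus 3 SD, cut at about 16% in these data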;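 further: peak over basal fluorescence ratio within a 140 s kinetic read after compound addition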
Numbers without * were called inactive; . = not tested or not shown.

SMILES	M1 PAM parental	CHO parental Ca	TAAR1 antagonist	OXTR potentiator	CHO-K1 Ca antag	CHRM1 antagonist	M1 ag parental	TAAR1 ag	CHRM1 agonist
O=C1N[C@@H](Cc2ccccc2)COC(=O)[C@H](Cc2ccc(F)cc2)C/C=C\C[C@@H]1CC(=O)N(CCO)Cc1ccccc1	9	-27	25	-5	-8	11	1.1	12	-5
Cn1c(=O)c(=O)n(C)c2cc(S(=O)(=O)N3CCCC3C(=O)NCc3cccnc3)ccc21 (configuration not stated)	26	-3	-22	-4	-16	-9	0.6	-1	-5
O=C(CSc1n[nH]c(-c2ccncc2)n1)Nc1ccccc1	20	5	2	0	-12	-9	0.8	-2	-4
CCN(CC)S(=O)(=O)c1ccc(NCc2ccccc2)nc1	5	-12	-8	-9	-7	-12	1.2	10	-5
COC(=O)c1ccc(C(=O)OC)c(NC(=O)CSCc2ccccc2Br)c1	-3	-4	-4	-6	-3	-12	-0.2	1	-1
O=C(NCc1cccnc1)c1nc(-c2ccccc2)n(-c2ccccc2)n1	6	-3	-11	-5	-8	-12	0.6	1	-6
CCOc1ccccc1NC(=O)Nc1cc(S(=O)(=O)N(C)C)ccc1C	-20	-9	-10	-7	3	0	0.5	3	-3
COc1ccc(-c2ccc([C@H]3[C@H]4C=CC[C@@H](C)[C@@H]4C(=O)N3Cc3ccccc3)c(F)c2)cc1	3	-27	-2	-5	8	-10	-0.8	7	1
O=C(NCc1nnc2n1CCCCC2)c1ccc(Cl)cc1Cl	18	-15	2	-1	-11	-2	0.1	4	7
O=C1CC(c2ccncc2)c2cc3c(cc2N1)OCCO3 (configuration not stated)	21	5	11	1	-10	-12	0.6	8	-4
O=C(COCCOCC(=O)N(c1ccccn1)C1CCCCC1)N(c1ccccn1)C1CCCCC1	18	-22	-35	1	-13	-11	-0.1	0	-3
Cc1ccc(NC(=O)C2C(C(=O)O)C3C=CC2C32CC2)cc1 (configuration not stated)	0	-7	-2	-2	5	-6	0.1	8	-5
CCOC(=O)[C@]12CCC=C1N(Cc1ccc3c(c1)OCO3)C(=O)[C@H](CC(=O)NCc1cccc3ccccc13)C2	5	.	3	.	-17	.	1.1	6	.
CNC(=S)N/N=C/c1ccc(N2CCOCC2)s1	-16	-7	9	-9	4	1	0.1	-1	-2
O=C(CCc1[nH]c2ccccc2c1Sc1ccccc1)NCCO	1	1	-8	-9	-3	-6	4.1	15	-1
CCC(=O)Nc1ccc(C(=O)CN2C(=O)NC3(CCOc4ccccc43)C2=O)cc1 (configuration not stated)	-23	-13	-6	4	10	19	0.9	5	11
CN(Cc1ccccc1)C(=S)Nc1ccc2nc3n(c(=O)c2c1)CCCCC3	-7	0	3	-6	-8	18	5.9	6	-2
Nc1ccc2c(Cl)cc(Cl)cc2c1	20	.	1	.	-16	-6	1.0	10	-6
CCc1cc2c(NCCC(=O)O)nc(C)nc2s1	-3	-5	-7	-14	-2	-11	0.1	49*	-3
Cc1c2cn[nH]c(=O)c2c(C)n1Cc1ccc(F)cc1	-5	-5	0	-10	-1	2	0.7	-1	-3
Cc1oc(-c2cccs2)nc1CN1CCN(CC(C)C)C(CCO)C1 (configuration not stated)	27	-15	-5	-10	-16	0	1.3	-2	-10
O=C(c1cccc(-n2cccc2)c1)N1CCN(S(=O)(=O)c2ccccc2Br)CC1	12	.	4	.	1	-6	2.5	2	2
C=CCSc1nnc2c(n1)OC=Nc1ccc(Br)cc1-2	15	-8	-1	2	-16	-2	0.1	-2	-1
O=C(CSc1nnc2n1CCCN2)c1ccc([N+](=O)[O-])cc1	3	-21	-12	-2	9	-9	19*	1	-5
O=C(Nc1ccc(F)c(Cl)c1)c1cc(C2CCCN(C(=O)CCc3ccccc3)C2)on1 (configuration not stated)	8	.	21	.	7	-5	4.6	2	-3
CCc1ccc(C2CC(c3ccccc3)n3ncnc3N2)cc1 (configuration not stated)	14	-11	-5	4	-7	-11	0.8	2	-1
COc1cc(OC)cc(C(=O)NC(C(=O)Nc2ccc3nc(C)sc3c2)C(C)C)c1 (configuration not stated)	19	-25	5	-5	-4	-7	1.1	7	-6
COCC(=O)Nc1ccc(Br)cc1C	-2	7	-15	-4	-6	-1	0.2	-1	-4
COc1ccccc1CN(Cc1nc2ccccc2c(=O)[nH]1)C(=O)Nc1ccccc1C	17	-18	17	1	-15	5	1.5	8	-8
O=C(Nc1ccccc1)c1cc(C2CCCN(C(=O)CCc3ccccc3)C2)on1 (configuration not stated)	12	.	-14	.	-6	-12	1.5	1	-4
N#Cc1cc([N+](=O)[O-])ccc1NC(=O)CSc1n[nH]c(=O)n1C1CC1	7	-1	-3	3	-17	-3	1.0	2	-3
Oc1ccc(/C=N/N2CCCCC2)cc1O	-9	-8	-16	-4	-5	-6	0.3	-2	7
COc1ccc(C(=O)N2CCCCC2c2cc(C(=O)Nc3cccc(C#N)c3)no2)cc1 (configuration not stated)	25	.	11	.	-14	-12	5.3	7	-3
Cc1ccc(-c2nnc(N3CCN(S(C)(=O)=O)CC3)c3ccccc23)cc1	7	-11	6	-1	-16	-11	1.4	4	-6
Nc1ccc2nc(CN3CCOCC3)[nH]c2c1	8	1	11	-2	-9	-10	-0.2	0	-2
Cc1ccc(NC(=O)NC2CC(=O)N(c3ccc4c(c3)OCCO4)C2)cc1 (configuration not stated)	24	-8	-8	-3	3	-17	0.4	-1	-5
O=C(O)c1ccc(NC(CSCc2ccccc2F)C(=O)O)c([N+](=O)[O-])c1 (configuration not stated)	17	0	-8	-1	-3	1	0.9	3	-5
NC(=O)c1ccccc1OCC(=O)N1CCCc2ccccc21	0	-15	-10	-3	-8	-2	4.3	6	0
OCC[C@@H]1C[C@H](O)[C@@H](O)[C@@]2(CCCCO2)O1	-11	-4	-3	-7	5	-6	-0.2	9	-1
COc1ccccc1C(O)c1ncc(-c2ccc(Cl)cc2)[nH]1 (configuration not stated)	-9	.	-7	.	1	5	-0.2	1	-4
Nc1cc(C(=O)OCC(=O)N2CCOCC2)ccc1Cl	1	4	-17	-9	-6	10	0.0	4	-2
CC(C)(C)C1(C)OC(C(N)=O)C(C(N)=O)O1 (configuration not stated)	-8	4	-13	-6	10	-4	-0.1	4	-3
COc1ccc(N=Cc2sc(O)c3ccccc23)cc1	10	46*	64*	-25	11	30*	14	84*	30*
CCN(Cc1ccncc1)C(=O)c1cc(COc2c(C)cccc2C)on1	-5	-22	-7	-13	-6	-1	3.5	-1	-3
O=C(Oc1ccc(C(=S)N2CCOCC2)cc1)c1ccccc1[N+](=O)[O-]	4	1	17	-9	-2	-7	2.4	12	-2
COc1cccc(CNS(=O)(=O)c2ccc3c(c2)C(C)(C)C(=O)N3C)c1	13	-12	.	5	-5	-5	0.8	.	-1
CCOC(=O)CCCC(=O)N1CCOCCOCCOCC1	-3	-10	8	0	4	-8	0.2	4	-2
FC(F)(F)c1cccc(N2CCN(C(=S)NC3CCCCC3)CC2)c1	23	-3	2	-8	-1	13	6.6	-3	-4
Cc1cc(OC(C)C(N)=O)nc(-c2ccccc2)n1 (configuration not stated)	10	-2	-5	1	0	-10	0.4	3	-2
O=S(=O)(NC1CC1)c1ccc(S(=O)(=O)N2CCc3ccccc32)cc1	15	-3	20	-10	5	13	8.4	4	-5
Cn1c(CNC(=O)CNC(=O)c2cccc(F)c2)cc(=O)n(C)c1=O	10	-1	-17	1	-7	5	5.8	1	0
O=C(O)CN(c1ccccc1[N+](=O)[O-])S(=O)(=O)c1ccccc1	-10	2	5	-1	5	2	0.2	0	-3
CC(C)c1ccc(NC2CCCN(C(=O)c3ccc(N4CCOCC4)cc3)C2)cc1 (configuration not stated)	-5	-14	-7	-7	-7	5	2.5	5	-2
CCn1cc(CN2CCC(n3nccc3NC(=O)C(OC)c3ccccc3)CC2)cn1 (configuration not stated)	10	-1	-10	-4	-7	-13	0.6	1	-3
CSCCC(NC(=O)c1cncc(Br)c1)C(=O)O (configuration not stated)	20	-12	-19	-9	-7	-10	0.5	4	-4
CC(=O)Nc1cccc(NC(=O)CCCC2CCCCC2)c1	-12	-5	-14	-13	1	14	9.1	4	4
CCN1CCN(C(=O)C2CCC(=O)N(Cc3cccc(C(F)(F)F)c3)C2)CC1 (configuration not stated)	-1	7	1	-10	-3	12	1.1	0	-2
Nc1nc(Sc2ccc(C(F)(F)F)cn2)n[nH]1	-2	-3	9	-9	7	-6	-0.2	5	-5
COc1cccc(CCNC(=O)CC2C(=O)NCCN2CC(C)(C)C)c1 (configuration not stated)	2	-20	3	-9	9	-2	0.1	17	-4
CC1(C(=O)NS(=O)(=O)C2CC2)CCN(C(=O)c2ccc(F)c(Cl)c2)C1 (configuration not stated)	16	.	0	.	-11	-12	0.1	0	0

Continued, overlapping the part above by five compounds.
SMILES	M1 PAM parental	CHO parental Ca	TAAR1 antagonist	OXTR potentiator	CHO-K1 Ca antag	CHRM1 antagonist	M1 ag parental	TAAR1 ag	CHRM1 agonist
CC(=O)Nc1cccc(NC(=O)CCCC2CCCCC2)c1	-12	-5	-14	-13	1	14	9.1	4	4
CCN1CCN(C(=O)C2CCC(=O)N(Cc3cccc(C(F)(F)F)c3)C2)CC1 (configuration not stated)	-1	7	1	-10	-3	12	1.1	0	-2
Nc1nc(Sc2ccc(C(F)(F)F)cn2)n[nH]1	-2	-3	9	-9	7	-6	-0.2	5	-5
COc1cccc(CCNC(=O)CC2C(=O)NCCN2CC(C)(C)C)c1 (configuration not stated)	2	-20	3	-9	9	-2	0.1	17	-4
CC1(C(=O)NS(=O)(=O)C2CC2)CCN(C(=O)c2ccc(F)c(Cl)c2)C1 (configuration not stated)	16	.	0	.	-11	-12	0.1	0	0
CCCCC(NC(C)=O)c1nc2ccccc2[nH]1 (configuration not stated)	6	1	-1	-3	3	-7	-0.2	0	4
O=C(Nc1ccccn1)c1ccc(NC(=O)c2ccco2)cc1	9	-15	20	-7	-1	-34	0.7	2	-2
CCCN(CC(=O)Nc1ccccc1C)C(=O)c1cccc(S(=O)(=O)N2CCc3ccccc3C2)c1	-14	5	59*	-11	16	35*	13	6	0
COC(=O)COc1ccc(S(=O)(=O)NCc2cccnc2)cc1C	5	-5	-12	3	-15	-14	2.1	5	-2
O=C1CCCN1C1CCN(Cc2ccccc2)S(=O)(=O)N1 (configuration not stated)	11	.	-26	.	-8	.	0.0	4	.
